# mouse EphA4 binding – inhibitors of EphA4 binding to KYL peptide, primary screen, biochemical, colorimetric, mouse EphA4 (AID 689); Ephrin type-A receptor 4 (Mus musculus); EphA4-AP binding to KYL peptide, pNPP A405; higher % means a stronger effect; inhibition, % at 10 µM; hits with a dose series show IC50 in µM; 62,000 tested, 0.1% active; in the data active means a potency from the dose series; inactive means the rest, 99 in 100 with inhibition below about 22%
# Active calls of the source: *. This is a subset (hit frequency here may not be typical).
mouse EphA4 binding,mol
1%,COc1ccc(CCN2C(=O)CC(NCc3ccc4c(c3)OCO4)C2=O)cc1OC (configuration not stated)
-12%,C=C(C)COc1ccc2c3c(c(=O)oc2c1OCC(=C)C)CCC3
0%,CCc1cc2c(-c3ccccc3)cc(=O)oc2cc1OC(C)C(=O)O (configuration not stated)
-10%,Cc1ccc(OCCn2c(CCNC(=O)C(C)C)nc3ccccc32)cc1
-8%,CCC(=O)Nc1sc2c(c1C(N)=O)CCC2
-12%,Cc1cc(C(=O)N/N=C/c2cccc(OC(=O)c3ccco3)c2)n[nH]1
5%,Cc1ccc(N(CC(=O)NC2CCC(C)CC2)S(=O)(=O)c2cccnc2)cc1 (configuration not stated)
-1%,O=C(O)CCN1C(=O)/C(=C/c2ccc(Cl)c([N+](=O)[O-])c2)SC1=S
-14%,O=C(NNC(=O)c1cc(O)c(O)c(O)c1)NC1CCCCC1
-7%,Clc1ccc(-c2nnc(-c3ccc(Br)o3)o2)c(Cl)c1
6%,Cc1n[nH]c(C)c1S(=O)(=O)N1CCCC(C(=O)NCC2COc3ccccc3O2)C1 (configuration not stated)
-13%,O=C(c1ccco1)N1CCN(Cc2ccc(Cl)cc2)CC1
-2%,COc1cccc(OCCCN2CCN(S(=O)(=O)c3ccc(NC(C)=O)cc3)CC2)c1
-10%,Cc1noc(C)c1COC(=O)CCc1nc2ccccc2s1
-6%,COC(=O)c1cc(NC(=O)CC2SC(=Nc3ccccc3)N(CCc3c[nH]c4ccccc34)C2=O)cc(C(=O)OC)c1 (configuration not stated)
-2%,CCOC(=O)c1c(CN2CCCCC2)oc2ccc(OC)cc12
-18%,COC(=O)C1=C(C)N(c2ccc(C)c(C)c2)/C(=C/c2cccs2)C1=O
-5%,COc1cccc(C=C2C(=O)NC(=S)NC2=O)c1OCC#N
10%,CCOc1ccc(C(=O)Nc2cccc3nsnc23)cc1Cl
-7%,COc1cc2c(cc1OC)CN(C(C)C(=O)N1CCc3ccccc31)CC2 (configuration not stated)
-3%,COc1cc(C2C(C(=O)c3ccco3)=C(O)C(=O)N2c2cc(C)on2)cc(Br)c1O (configuration not stated)
-1%,COc1ccc(C)cc1NC(=O)CN(c1ccccc1F)S(C)(=O)=O
22%,O=C(CCCNS(=O)(=O)c1cccc2nsnc12)NCc1ccccc1
-26%,COc1cc(NC(=O)Cn2nnc(-c3ccccc3N)n2)cc(OC)c1
-2%,CCOCCn1c(CCCO)nc2ccccc21
-6%,CC(C)(C)OC(=O)N1CCN(c2ccc(CNC(=O)c3ccc(Cl)cc3)cc2)CC1
-8%,O=c1c2ccccc2ncn1CCCSc1ccc(Cl)cc1
3%,CC(C)OCCCn1c(=NC(=O)c2ccncc2)c(C#N)cc2c(=O)n3ccccc3nc21
1%,Cc1ccc(NC2=NC(c3ccc(O)cc3)n3c(nc(C)cc3=O)N2)cc1 (configuration not stated)
-5%,COc1ccccc1NC(=O)C1=C(C)Nc2ncnn2C1c1cccs1 (configuration not stated)
-4%,Cc1cc(OC(C)C)nc(NCc2ccccc2)n1
-9%,CC(C)[C@H](NC(=O)OCc1ccccc1)C(=O)OCC(=O)NC1CCCCC1
-2%,CC1CCN(CC(O)COCCC23CC4CC(CC(C4)C2)C3)CC1 (configuration not stated)
-3%,COc1ccc(NC(=O)C2CC(c3cc(OC)c(OC)c(OC)c3)=NO2)cc1OC (configuration not stated)
-2%,Clc1ccc(Cl)c(OCc2cc(-c3ccccc3Cl)on2)c1
12%,Cc1cnc(C(=O)Nc2ccc(C(=O)N(C)C3CCCCC3)cc2)cn1
-13%,CCCn1nc(NC(=O)CC(C)C)c2cc3ccccc3nc21
-14%,O=C(NCCCO)C(=O)NCCc1ccccc1
3%,CCCN(CCC)CC(O)COc1ccc([N+](=O)[O-])cc1 (configuration not stated)
1%,CC(=O)c1ccc(N/C(=N/S(=O)(=O)c2ccc(Cl)cc2)c2ccccc2)cc1
-9%,c1cc(C2CCCCC2)ccc1Oc1nc(N2CCOCC2)nc(N2CCOCC2)n1
6%,Cc1nc(SCC(=O)NCc2ccc3c(c2)OCO3)c(C#N)c2c1CCCC2
-3%,CC1CC(C)CN(C(=O)C(NS(=O)(=O)c2ccc3c(c2)oc(=O)n3C)C(C)C)C1 (configuration not stated)
-7%,C=CCn1cc(C(=O)NCCCOCC)c(=O)c2cc(S(=O)(=O)N(CC)CC)ccc21
-2%,Cc1cc(/C=C2/NC(=S)NC2=O)c(C)n1-c1ccc(Br)cc1
-6%,COc1cc(NC(=O)CSc2nnc(C)s2)cc(OC)c1
-7%,CC1CCCN(C(=O)C2CCN(CCCc3ccccc3)CC2)C1 (configuration not stated)
-15%,CCS(=O)(=O)N1CCC(C(=O)NCc2ccc(F)cc2)CC1
-5%,COCCCN(C(C)=O)c1nc(-c2ccc(OC)cc2)cs1
-13%,CCOC(=O)c1ccc(N2C(=O)CSC23C(=O)Nc2ccccc23)cc1 (configuration not stated)
-6%,CCNc1nnc(-c2ccc(C)cc2)o1
-5%,COc1ccc2cc(C3(C)NC(=O)N(CC(=O)NCc4ccco4)C3=O)ccc2c1 (configuration not stated)
7%,CCOC(=O)NC(Nc1ncccn1)(C(F)(F)F)C(F)(F)F
-10%,CCOC(=O)N1CCN(S(=O)(=O)c2ccc(C)cc2)C1c1ccccc1 (configuration not stated)
-4%,CCc1ncc(C(O)c2cccc3ccccc23)n1C (configuration not stated)
-1%,O=C(Cn1c(-c2cncs2)nc2ccccc21)NCCc1ccccc1
2%,O=C(O)c1ccc(NCc2cccs2)cc1
-6%,C(=C\c1cccc2ccccc12)/c1nnc(-c2cccs2)o1
-30%,C=C(C)CSc1nnc(-c2ccc(OC)c(OC)c2)n1N
-28%,[O-]/[N+](=C/c1ccc(F)cc1)c1ccccc1

# 21 entries from above in another layout:
Molecule | mouse EphA4 binding
CCOC(=O)c1c(CN2CCCCC2)oc2ccc(OC)cc12 | -2%
COC(=O)C1=C(C)N(c2ccc(C)c(C)c2)/C(=C/c2cccs2)C1=O | -18%
COc1cccc(C=C2C(=O)NC(=S)NC2=O)c1OCC#N | -5%
CCOc1ccc(C(=O)Nc2cccc3nsnc23)cc1Cl | 10%
COc1cc2c(cc1OC)CN(C(C)C(=O)N1CCc3ccccc31)CC2 (configuration not stated) | -7%
COc1cc(C2C(C(=O)c3ccco3)=C(O)C(=O)N2c2cc(C)on2)cc(Br)c1O (configuration not stated) | -3%
COc1ccc(C)cc1NC(=O)CN(c1ccccc1F)S(C)(=O)=O | -1%
O=C(CCCNS(=O)(=O)c1cccc2nsnc12)NCc1ccccc1 | 22%
COc1cc(NC(=O)Cn2nnc(-c3ccccc3N)n2)cc(OC)c1 | -26%
CCOCCn1c(CCCO)nc2ccccc21 | -2%
CC(C)(C)OC(=O)N1CCN(c2ccc(CNC(=O)c3ccc(Cl)cc3)cc2)CC1 | -6%
O=c1c2ccccc2ncn1CCCSc1ccc(Cl)cc1 | -8%
CC(C)OCCCn1c(=NC(=O)c2ccncc2)c(C#N)cc2c(=O)n3ccccc3nc21 | 3%
Cc1ccc(NC2=NC(c3ccc(O)cc3)n3c(nc(C)cc3=O)N2)cc1 (configuration not stated) | 1%
COc1ccccc1NC(=O)C1=C(C)Nc2ncnn2C1c1cccs1 (configuration not stated) | -5%
Cc1cc(OC(C)C)nc(NCc2ccccc2)n1 | -4%
CC(C)[C@H](NC(=O)OCc1ccccc1)C(=O)OCC(=O)NC1CCCCC1 | -9%
CC1CCN(CC(O)COCCC23CC4CC(CC(C4)C2)C3)CC1 (configuration not stated) | -2%
COc1ccc(NC(=O)C2CC(c3cc(OC)c(OC)c(OC)c3)=NO2)cc1OC (configuration not stated) | -3%
Clc1ccc(Cl)c(OCc2cc(-c3ccccc3Cl)on2)c1 | -2%
Cc1cnc(C(=O)Nc2ccc(C(=O)N(C)C3CCCCC3)cc2)cn1 | 12%

# Later entries:
mouse EphA4 binding,mol
2%,COc1cc(C2C(C(C)=O)=C(O)C(=O)N2CCc2ccc(OC)c(OC)c2)ccc1O (configuration not stated)
-2%,CCOc1ccc(N2C(=O)C3ON(c4ccccc4)C(c4ccc(SC)cc4)C3C2=O)cc1 (configuration not stated)
-20%,COC(=O)CC1SC(=O)NC1=O (configuration not stated)
-8%,Cc1ccc(NC2=C(Cl)C(=O)N(c3ccc(Br)cc3)C2=O)c(C)c1
-6%,Cc1ccc(Oc2ccc3c(c2)C(=O)N(c2cccc4cccnc24)C3=O)cc1
-13%,O=C1c2ccccc2C(Nc2ccc(Cl)cc2)N1CCN1CCOCC1 (configuration not stated)
-7%,Cc1ccc(N2CC(C(=O)Nc3cc(C)on3)CC2=O)cc1 (configuration not stated)
-18%,CCCC(O)(CCN1CCCCC1)c1ccc(OCC)cc1 (configuration not stated)
-6%,O=C1C2C3C=CC(C3)C2C(=O)N1c1ccc2c(c1)CCC2 (configuration not stated)
2%,Cc1ccc(S(=O)(=O)Nc2cccc3ncccc23)s1
-6%,O=C1/C(=C/c2ccco2)SC(=S)N1c1cccc(C(F)(F)F)c1
-2%,O=c1nc(N2CCOCC2)ccn1-c1nc(-c2ccccc2)oc1-c1ccccc1
-6%,Cc1onc(-c2ccccc2)c1C(=O)NC(CC(=O)O)c1ccc(OC(C)C)cc1 (configuration not stated)
-9%,FC(F)(F)c1cc(-c2ccccc2)nc(NCc2cccnc2)n1
-10%,CC1CCCCC1NS(=O)(=O)c1ccc(S(=O)(=O)N2CCCC2)cc1 (configuration not stated)
-14%,CCc1nccn1S(=O)(=O)c1ccc2ccccc2c1
-8%,Cc1cccc(Nc2n[nH]c(=S)s2)c1C
-17%,Cc1cc(NC(=O)c2ccco2)ccc1-n1cnnn1
-2%,COc1ccc(N2CCN(CC(=O)N3CCC(C)CC3)CC2)cc1
-7%,Cc1cc(C(=O)OCc2nnc(-c3ccccc3)o2)c(C)n1-c1ccccc1
-7%,CCC(=O)Nc1cc(C(=O)OC(C(=O)c2ccc(C)c(C)c2)c2ccccc2)ccc1C (configuration not stated)
-9%,O=C(CSc1nnc(Cn2nnc3ccccc32)o1)Nc1cccc(Cl)c1
5%,COc1ccccc1NS(=O)(=O)c1ccc(NC(=O)CCNC(=O)c2ccco2)cc1
2%,Cc1ccc(C2=NN(C(=O)CCC(=O)O)C(c3cccc([N+](=O)[O-])c3)C2)cc1 (configuration not stated)
-30%,O=C1COc2ccc(C(=O)COC(=O)c3ccc4ccccc4n3)cc2N1
-20%,CC1CCCCC1NC(=O)CN1CCC(O)(c2ccc(F)cc2)CC1 (configuration not stated)
15%,Cc1n[nH]c(C)c1S(=O)(=O)N1CCCC(C(=O)N2CCN(c3ccc(Cl)cc3)CC2)C1 (configuration not stated)
-5%,O=S(=O)(NC1CCN(Cc2ccccc2)CC1)c1cccc2cccnc12
-8%,Cc1ccc(OCC(=O)Nc2sc3c(c2C(N)=O)CCC3)c(C)c1
-7%,COC(=O)CN(c1nc(C)c(Cl)c(OC)n1)S(=O)(=O)c1ccc(C)cc1
-9%,Cc1cccc(COc2ccc(/C(O)=C3\C(=O)C(=O)N(CCN(C)C)C3c3ccncc3)cc2)c1 (configuration not stated)
-1%,Clc1ccc(/C=N/NC(=Nc2ccccc2)c2ccccn2)c(Cl)c1
-26%,COc1cccc(-n2cc3c(=O)n(C)c(=O)n(C)c3c2)c1
4%,CC1C(=O)CCN(C(C)C)C1C (configuration not stated)
-3%,CC(=O)Oc1ccc2ccccc2c1C(NC(=O)Cc1ccccc1)c1ccc(Cl)cc1 (configuration not stated)
-6%,Cc1ccc(Sc2ccc(NC(=O)c3ccc(S(C)(=O)=O)cc3Cl)cc2)cc1
-12%,Cc1cc(NC(=O)CSc2ccccn2)no1
-2%,CCn1c(CCCOc2ccc(Cl)cc2Cl)nnc1SCC(=O)Nc1cccc(F)c1
-8%,COC(=O)c1ccc(C2C(Oc3ccc(OC)cc3)C(=O)N2CCc2ccc(F)cc2)cc1 (configuration not stated)
-15%,COc1cccc(-c2nc(CS(=O)CC(=O)NCc3ccc4c(c3)OCO4)c(C)o2)c1 (configuration not stated)
-4%,O=C(Cn1cnc2c(cnn2-c2ccccc2)c1=O)NCc1ccccc1
-2%,CN(C)c1nc(Oc2ccc(=O)[nH]n2)nc(N2CCOCC2)n1
-2%,CCC(C)NC(=O)c1c(N)n(/N=C/c2ccccn2)c2nc3ccccc3nc12 (configuration not stated)
-29%,COc1cccc(C(=O)N2CCN(S(=O)(=O)Cc3ccccc3)CC2)c1
3%,CC1(C)CC(=O)C2=C(C1)Nc1ccccc1NC2c1cccnc1 (configuration not stated)
-14%,CCOC(=O)N1CCN(C(=O)c2oc3ccc(S(=O)(=O)N4CCCCC4)cc3c2C)CC1
0%,CCC1(CC)NC(=O)N(CC(=O)OCC(=O)Nc2cc(C)ccc2C)C1=O
-13%,CCC1CCc2c(c3ccccc3[nH]c2=O)O1 (configuration not stated)
-3%,c1coc(CNc2nc3sc4c(c3c3ncnn23)CCCC4)c1
-8%,O=C(/C=C/c1ccc(F)cc1)NCCC1=CCCCC1
-10%,CC(=O)N1CSCC1C(=O)O (configuration not stated)
-2%,COc1cccc(Cn2nnc(C(=O)NCc3ccccc3Cl)c2N)c1
-3%,OC(COCC1CC=CCC1)Cn1cnc2ccccc21 (configuration not stated)
-8%,CCOC(=O)NC(Nc1nc2ccccc2s1)(C(=O)OCC)C(F)(F)F (configuration not stated)
-9%,Cc1ccc(/C=N\NC(=O)Cn2c(C)nc3ccccc32)o1
-13%,Cc1cccc(C)c1NC(=O)C(NC=O)c1ccc(N(C)C)cc1 (configuration not stated)
-13%,O=C1/C(=C/c2ccc(I)o2)SC(=S)N1Cc1ccccc1
-17%,CC(=O)c1c(N2CCC(C(N)=O)CC2)nc(=S)n(-c2ccccc2)c1C
-3%,CCOC(=O)c1nn(-c2ccccc2)c(=O)c2c(N)scc12
-11%,CSc1cccc(NC(=O)Cn2cccc2)c1
2%,Cc1ccc(N=C2NC(=O)/C(=C/c3ccc(O)cc3)S2)cc1C
-6%,CC(C(=O)Nc1ccccc1Sc1ccccc1)N(c1ccccc1)S(C)(=O)=O (configuration not stated)
-16%,Cc1ccccc1NC(=O)C(=O)NCc1ccco1

# Bioassay records from PubChem.
